Rac1 GTP hydrolysis: MgcRacGAP GTPase-activating activity inhibitors, confirmation, biochemical, ADP Hunter fluorescence; inhibition, % at 30 µM, or IC50 in µM where a hit was titrated; 340,000 compounds, 0.6% hits; Rac GTPase-activating protein 1 (Homo sapiens); MgcRacGAP-stimulated Rac1 GTP hydrolysis, ADP Hunter fluorescence; higher % means a stronger effect; GST-tagged Rac1 F28L mutant substrate;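 active = first-screen hits whose inhibition reached a set limit at any dose in the follow-up dose series; inconclusive = inhibition above the set first-screen limit but never retested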;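 also: fluorescence reports GDP produced by GAP-driven GTP hydrolysis; strong numbers were not always called active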
K1F lysis inhibition: inhibition of K1F phage lysis, E. coli UTI89, bacterial capsule biogenesis inhibitors, alamar blue (AID 488966); E. coli UTI89 K1F phage lysis, alamar blue, 2 h; higher % means a stronger effect; one-dose inhibition, % at 100 µM; IC50 in µM for titrated hits; 340,000 compounds, 0.02% hits;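 active = phage lysis inhibition, versus mean bacterial control, above a set limit; inconclusive = no clear call, values can overlap the other calls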;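 also: capsule biogenesis inhibitors block K1F phage lysis so surviving cells raise fluorescence; higher fluorescence means more inhibition of phage lysis; actives were called in the ten point dose series up to 300 µM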
AID2073: inhibitors of Mint1-CaV2.2 protein interaction, biochemical, HTRF (AID 2073); Voltage-dependent N-type calcium channel subunit alpha-1B (Homo sapiens); HTRF protein-protein interaction, Mint1-CaV2.2; higher % means a stronger effect; one-dose inhibition, % at 20 µM; IC50 in µM for titrated hits; 290,000 compounds, 0.19% hits; in the data active = inhibition mostly above about 51%, no sharp cut-off; inconclusive = no clear call, values can overlap the other calls; inactive = mostly below about 53%; also: some results filed as inactive read as strong as hits
RSV CPE inhibition: RSV antiviral activity via CPE protection, HEp-2 cells, primary 10 µM value included (AID 2391); 310,000 compounds, 0.13% hits; one-dose CPE inhibition, % at 10 µM; IC50 in µM for titrated hits; HEp-2 cells, RSV-induced CPE inhibition; higher % means a stronger effect; in the data active = a potency from the dose series; inconclusive = CPE inhibition mostly from about 23% at the one dose, without a potency; inactive = the rest, 99 in 100 with CPE inhibition below about 21%; also: strong numbers were not always called active
NTR1 ag: agonists of NTR1, primary screen, imaging, U2OS cells, beta-arrestin-GFP, high content (AID 493036) | Neurotensin receptor type 1 (Homo sapiens), P30989 | 330,000 compounds, 0.17% hits | activation, % at 20 µM | NTR1-U2OS beta-arrestin-GFP spot imaging, agonist mode;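 active = activation at or above 40% of the spot to cytoplasm intensity ratio, with at least 20 cells analyzed; inconclusive = wells under 20 cells, flagged as cytotoxic or low count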;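 also: 0% = DMSO without peptide and 100% = 100 nM NTR1 peptide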
Target sequence (P30989 whole entry, looked up): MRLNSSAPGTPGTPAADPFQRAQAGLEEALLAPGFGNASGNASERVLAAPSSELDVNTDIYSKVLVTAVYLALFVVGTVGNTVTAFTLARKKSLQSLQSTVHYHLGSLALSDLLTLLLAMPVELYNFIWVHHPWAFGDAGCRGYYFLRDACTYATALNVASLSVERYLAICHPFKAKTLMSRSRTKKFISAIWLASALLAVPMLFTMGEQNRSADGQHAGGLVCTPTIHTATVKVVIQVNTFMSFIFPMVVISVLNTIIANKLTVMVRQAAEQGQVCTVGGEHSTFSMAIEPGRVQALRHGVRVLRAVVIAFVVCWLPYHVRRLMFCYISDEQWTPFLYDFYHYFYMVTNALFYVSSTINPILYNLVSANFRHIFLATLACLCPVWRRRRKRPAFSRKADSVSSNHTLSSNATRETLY
West Nile virus CPE: West Nile virus antiviral activity, cell-based, CPE readout (AID 1621); West Nile virus-infected cells, CPE inhibition; higher % means a stronger effect; one-dose CPE inhibition, % at 10 µM; IC50 in µM for titrated hits; 290,000 compounds, 0.02% hits; in the data active = a potency from the dose series; inconclusive = CPE inhibition mostly from about 3.7% at the one dose, without a potency; inactive = the rest, 99 in 100 with CPE inhibition below about 2.2%; also: strong numbers were not always called active
NS5 inhibitors: Dengue-2 NS5 methyltransferase inhibitors, primary screen, biochemical, confirmation dose response (AID 588689); Genome polyprotein (Dengue virus type 2 (strain 16681-PDK53)); Dengue-2 NS5 methyltransferase capping enzyme assay, biochemical; higher % means a stronger effect; one-dose inhibition, % at 25 µM; IC50 in µM for titrated hits; 340,000 compounds, 0.3% hits; in the data active = a potency from the dose series; inconclusive = inhibition above about 29% without an active follow-up result
SIAH1 antagonists: Siah-1 peptide-binding antagonists, primary screen, biochemical, fluorescence polarization, rhodamine-plectin, uHTS (AID 1817); Siah-1 / rhodamine-plectin peptide fluorescence polarization; higher % means a stronger effect; one-dose displacement, % at 20 µM; IC50 in µM for titrated hits; 290,000 compounds, 0.02% hits;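 active = displacement of at least 50% at 20 µM, with a fluorescence ratio check between 0.3 and a set limit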;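 also: plate controls were Siah plus tracer with DMSO for no effect and tracer alone without Siah for full effect; strong numbers were not always called active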
SV40 large T antigen: SV40 large T antigen inhibitors, biochemical (AID 1903); 310,000 compounds, 0.39% hits; inhibition, % at 20 µM, or IC50 in µM where a hit was titrated; SV40 large T antigen ATPase/helicase inhibition assay; higher % means a stronger effect; in the data active = a potency from the dose series; inconclusive = inhibition mostly from about 32% at the one dose, without a potency; inactive = the rest, 99 in 100 with inhibition below about 32%; also: strong numbers were not always called active
NTR1 ag cell count 20 µM: further read-out of NTR1 ag, marked with its call; cell count; measured here: cell count, cytotoxicity flag
NS5 inhibitors pilot replicate: recorded beside NS5 inhibitors, whose call it bears; inhibition, %; measured here: pilot screen replicate inhibition
Active calls of the source: *; ? = inconclusive; . = no result given; [ ] = remark or other dose.

SMILES	Rac1 GTP hydrolysis	K1F lysis inhibition	AID2073	RSV CPE inhibition	NTR1 ag	NTR1 ag cell count 20 µM	West Nile virus CPE	NS5 inhibitors	SIAH1 antagonists	SV40 large T antigen	others
Cc1cc(C)n(-c2cc(Cl)cc(Cl)c2)c(=O)c1C#N	12%	1.6%	1%	3.6%	-0.9	50	0.6%	3%	9%	8%
Cc1nc(-c2ccc(C(=O)Nc3ccc(F)cc3)cc2)cs1	15%	0.2%	12%	8.4%	0.3	91	-0.3%	2%	18%	-7%
CCc1cc(=O)oc2c(CNCc3ccccc3F)c(O)c(Cl)cc12	8%	0.2%	29%	-0.1%	0.5	52	-0.7%	-13%	8%	5%
NC(=Nc1ccccc1)NC(=O)c1nc(Cl)c(N)nc1N	10%	13%	.	-1.2%	-0.2	49	-0.4%	-2%	.	9%
CCCCN(CC)CCNC(=S)Nc1ccc2nc(N3CCN(C)CC3)cc(C)c2c1	18%	-1.9%[50 µM]	-9%	0.2%	0.1	80	29%	3%	-5%	-1%
COc1ccc(-c2ccc(CCC(=O)O)n2-c2ccc(O)cc2)cc1	40%	-1.7%	8%	-0.1%	0.4	90	0.0%	3%	16%	5%
CC(=O)c1c(C)[nH]c(C(=O)CN2C(=O)NC(C)(c3ccc4c(c3)OCO4)C2=O)c1C (stereo unspecified)	6%	1.9%[50 µM]	4%	2.1%	-0.1	71	-0.2%	-8%	12%	23%
CCn1cc(CN2CCC(n3nccc3NC(=O)c3ccc4c(c3)OCO4)CC2)c(C)n1	7%	-0.1%	8%	0.7%	0.7	50	0.1%	9%	-3%	7%
COc1ccc(-n2c(-c3cnccn3)n[nH]c2=S)cc1	11%	0.1%	-26%	0.3%	0.8	50	0.5%	-9%	1%	8%
Cc1ccc(NCc2nc3ccccc3n2CCOc2ccccc2)cc1	12%	3.3%	0%	5.2%	1.2	43	-1.0%	-13%	-5%	13%
C=CCn1c(SCC(=O)NC(N)=O)nnc1-c1cc2c(s1)CCC(CC)C2 (stereo unspecified)	0%	-0.7%[50 µM]	3%	22%	5.5	62	-0.5%	-2%	0%	26%
O=C(O)CCc1ccc(-c2cccs2)n1NC(=O)c1ccc(Cl)cc1	11%	-5.0%	15%	0.6%	1.2	41	0.9%	9%	-7%	22%
O=C(Nc1cccc(S(=O)(=O)N2CCCC2)c1)c1ccco1	4%	0.3%[50 µM]	.	.	1.4	69	.	4%	.	.
O=C(Cc1ccccc1)NCc1n[nH]c(=S)n1-c1ccc(Br)cc1	-4%	0.2%	11%	1.6%	1.0	47	0.2%	-4%	-3%	14%
COc1ccc(CNC(=O)C[C@H]2C(=O)N(Cc3ccccc3)C[C@@H]2Cc2ccccc2)cc1	7%	0.8%	16%	3.0%	5.7	51	-2.2%	-4%	9%	16%
Cc1nn(Cc2ccc(F)cc2)c(C)c1NC(=O)c1cnn2c1NC(c1ccccc1)CC2C(F)(F)F (stereo unspecified)	-5%	-1.5%	-10%	35%	2.6	65	-0.3%	-1%	1%	6%
CCOC(=O)N1CCC(NC(=O)c2cc(C(=O)NCC(OC)OC)ccc2CO)CC1	6%	0.1%	5%	2.9%	-0.7	85	-0.1%	1%	2%	-16%
Cc1ccsc1C1C(C#N)=C(N)Oc2n[nH]c(C)c21 (stereo unspecified)	1%	-0.1%	-10%	-0.1%	1.8	55	-0.8%	-4%	13%	16%
Cc1cc2nc(C3CCCN(C(=S)Nc4ccccc4C)C3)[nH]c2cc1C (stereo unspecified)	4%	6.8%	-32%	-0.5%	2.8	53	-0.7%	-4%	3%	-3%
Nc1nonc1C(=O)N/N=C/c1ccc(-c2ccc(Cl)c(C(=O)O)c2)o1	10%	-0.8%	6%	0.6%	0.8	43	0.5%	-3%	3%	17%
COc1ccc(Br)cc1CN1CCN(C(=O)c2ccc(F)cc2)CC1	212µM*	-0.2%	-7%	1.1%	1.4	61	-1.1%	-5%	8%	.
COc1ccc(Br)cc1/C=N/NC(=O)c1ccc(COc2ccc3c(c2)CCC3)o1	11%	0.4%	21%	1.5%	2.4	59	1.3%	.	2%	4%
CC(=O)N1CCc2c(sc(NC(=O)CS(=O)(=O)c3ccc(F)cc3)c2C#N)C1	6%	1.0%[50 µM]	.	1.0%	0.2	74	.	-1%	.	14%
O=C(NCc1cccs1)c1cc(S(=O)(=O)N2CCOCC2)ccc1N1CCCC1	8%	1.3%[50 µM]	.	0.3%	-1.4	45	.	-7%	.	.
O=S(=O)(/C=C/c1ccccc1)N1CCN(Cc2ccccc2)CC1	5%	-3.1%	0%	1.6%	-0.6	39	-0.7%	1%	13%	27%
CC(C)COC(=O)c1ccc2c(c1O)C(=O)c1ccccc1C2=O	6%	0.6%	2%	-0.6%	2.7	76	1.1%	6%	5%	1%
CCOC(=O)C(NC(C)=O)(Nc1ccc(S(=O)(=O)Nc2nccs2)cc1)C(F)(F)F (stereo unspecified)	2%	2.1%	-11%	2.2%	0.1	88	0.2%	6%	0%	4%
CCN1CCN(c2ccc(S(=O)(=O)N(CC)CC)cc2[N+](=O)[O-])CC1	2%	5.5%	-3%	0.4%	-2.0	50	-0.4%	1%	-1%	5%
CC(C)CC1NC(=O)N(CC(=O)N2CCN(S(=O)(=O)c3ccc4ccccc4c3)CC2)C1=O (stereo unspecified)	6%	1.7%	0%	3.6%	-0.3	48	-0.1%	2%	3%	3%
CCOc1ccccc1NC(=O)CN(c1ccc(OC)cc1)S(=O)(=O)c1c(C)noc1C	4%	0.0%	1%	-0.7%	2.7	76	?	-5%	2%	1%	NS5 inhibitors pilot replicate=-8.1
COc1ccc(S(=O)(=O)N(C)C[C@H]2Oc3ccc(NS(=O)(=O)c4c(C)noc4C)cc3C(=O)N([C@H](C)CO)C[C@@H]2C)cc1	9%	0.2%	.	.	-4.2	57	.	-2%	.	.
Cc1ccccc1N=Cc1c(O)n(-c2nccs2)c(=O)c2ccccc12	11%	2.7%	22%	3.6%	4.9	45	0.3%	-6%	7%	20%
COc1ccc(C(=O)NCCSCc2ccc(C)cc2)cc1	7%	0.0%	5%	-0.5%	1.2	48	0.1%	-8%	2%	2%
Cc1ccc(C(=O)N2CCCC(Nc3ccc(F)cc3)C2)cc1C (stereo unspecified)	11%	1.0%[50 µM]	9%	-0.1%	0.3	77	-1.5%	-3%	0%	22%
CC(C)CNC(=O)c1ccc2c(c1)C(=O)N(C1CCCCC1)C2=O	2%	-0.3%	0%	1.3%	0.2	49	?	4%	10%	-5%
CCc1ccccc1NC(=O)CN(c1ccc(OC)cc1OC)S(=O)(=O)c1ccccc1[N+](=O)[O-]	4%	-0.9%	7%	1.6%	-0.2	68	-0.8%	2%	12%	14%

Brought forward from above: 2 entries, followed by the next part.
SMILES	Rac1 GTP hydrolysis	K1F lysis inhibition	AID2073	RSV CPE inhibition	NTR1 ag	NTR1 ag cell count 20 µM	West Nile virus CPE	NS5 inhibitors	SIAH1 antagonists	SV40 large T antigen	others
CC(C)CNC(=O)c1ccc2c(c1)C(=O)N(C1CCCCC1)C2=O	2%	-0.3%	0%	1.3%	0.2	49	?	4%	10%	-5%
CCc1ccccc1NC(=O)CN(c1ccc(OC)cc1OC)S(=O)(=O)c1ccccc1[N+](=O)[O-]	4%	-0.9%	7%	1.6%	-0.2	68	-0.8%	2%	12%	14%
O=C1CCC(C(=O)N(c2ccccc2)C2(C(=O)NC3CCCCC3)CCCCC2)N1 (stereo unspecified)	8%	?	3%	1.1%	0.7	66	0.2%	-11%	5%	21%
CC(=O)Oc1c(Cl)c(N2CCOCC2)c(OC(C)=O)c2ccccc12	4%	0.1%	3%	-0.1%	-0.2	81	1.8%	3%	5%	2%	NS5 inhibitors pilot replicate=-1.5
CC(C)CC1(C)NC(=O)N(CC(=O)Nc2cccc(S(=O)(=O)N(C)c3ccccc3)c2)C1=O (stereo unspecified)	7%	0.0%	0%	-0.9%	-0.1	40	-0.3%	.	4%	9%
COc1ccccc1OCC(=O)Nc1cccc(C(=O)N2CCOCC2)c1	16%	2.6%[50 µM]	-10%	2.6%	2.0	57	0.1%	-3%	2%	-1%
CCCN1C2CCCC1CC(NC(=O)c1cccc(OC)c1)C2 (stereo unspecified)	16%	3.2%	10%	-0.1%	-0.3	57	-0.7%	.	-5%	0%
CC1CCCCC1NC(=O)CSc1nncn1N (stereo unspecified)	3%	0.6%	3%	2.4%	-0.3	33	0.9%	2%	1%	-6%
Cc1cc(C)c(NC(=O)CS)c(Cl)c1	6%	-0.6%	8%	-0.7%	4.3	55	-0.5%	-1%	15%	4%
COC(=O)C1=CN(Cc2ccccc2)C=C(C(=O)OC)C1c1ccc(O)c(OC)c1	3%	4.9%	6%	6.3%	0.6	51	0.1%	-4%	-3%	3%
CCC(C(=O)Nc1ncn[nH]1)(C(F)(F)F)C(F)(F)F	1%	0.8%	2%	0.7%	-1.0	79	-0.2%	-8%	-2%	2%
Cc1ccc(NC(=O)CN2CCOCC2)cc1S(=O)(=O)N1CCCCC1	7%	1.8%	.	.	1.4	60	.	14%	.	.
O=C(NNC(=S)NC1CC2CCC1C2)c1ccc(Cl)cc1 (stereo unspecified)	11%	1.4%	-22%	9.1%	2.1	44	0.8%	-11%	-4%	13%
CCOc1ccc(-n2nnnc2SCC(=O)c2ccccc2)cc1	8%	0.1%	-15%	6.3%	3.4	44	-0.1%	1%	1%	4%
O=S1(=O)[C@H]2C[C@@H]3C=C[C@@]2(CN1Cc1cccc(C(F)(F)F)c1)O3	13%	1.0%	6%	0.3%	-4.7	105	-0.6%	-6%	-2%	2%
CC(=O)NCCn1c(SCC(=O)NCCc2ccc(S(N)(=O)=O)cc2)nc2ccccc2c1=O	3%	-0.2%	-7%	1.0%	0.7	47	0.3%	-17%	0%	10%
Cc1ccc(N=Cc2cccc(O)c2O)c(C)c1	28%	2.0%	-28%	0.1%	5.4	78	0.0%	84%	-3%	8%
C=CCn1c(-c2ccoc2)n[nH]c1=S	22%	0.5%	-6%	2.0%	-0.4	47	0.2%	-22%	7%	27%
N#CCCN(C(=O)c1ccc2c(=O)n3c(nc2c1)CCCCC3)c1ccccc1	8%	0.2%	4%	2.5%	0.2	66	0.2%	-8%	-3%	24%
Cc1csc(=O)n1CC(=O)OCC(=O)Nc1ccc(C(N)=O)cc1	4%	0.2%[50 µM]	.	-0.4%	-1.2	61	.	-9%	.	.
Cc1sc2ncn(CC(=O)NCCCC(=O)NCc3ccc(F)cc3)c(=O)c2c1C	5%	0.4%	5%	1.9%	0.6	41	-0.2%	-5%	2%	2%

Source: PubChem (several laboratories)
